Compound activity (PubChem BioAssay)
LYP inh 2 = inhibitors of human LYP (PTPN22) phosphatase; recombinant LYP catalytic domain, DiFMUP fluorescence; inhibition, % at 2 µM; actives 0.21% (n = 96,000); AID 640;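 active = inhibition at 2 µM at or above a set limit, the screen mean plus 3 SD, cut at about 24% in these data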;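 also: 0% = DMSO with enzyme and 100% = enzyme fully blocked by orthovanadate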
cytoskel mod = modifiers of cytoskeleton assembly; HUVEC TNFa F-actin phalloidin imaging, high content; inhibition, % at 2 µM; actives 0.18% (n = 91,000);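 active = inhibition above the batch mean plus 3 SD and confirmed as a hit by visual image inspection, cut at about 30% in these data, passing the limit was not always enough; inconclusive = above the inhibition threshold but rejected on visual inspection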; also: strong numbers were not always called active
TNFa cytotox = toxic to HUVEC cells under TNF alpha stimulation | actives 0.17% (n = 93,000) | cell count reduction, % at 2 µM | HUVEC TNFalpha-stimulated, Hoechst cell count, imaging;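 active = cell count reduction exceeding the screen mean by over 5 SD, scaled to untreated wells per plate, cut at about 78% in these data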;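 also: cells counted after 24 h of TNF alpha exposure following the 1 h pretreatment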
DAT uptake mod = human DAT dopamine uptake with cocaine, either direction. Q01959. LLC-PK1 hDAT cells, [14C]-dopamine uptake with cocaine IC80; actives deviate in either direction. B-score at 10 µM. actives 1.3% (n = 110,000). AID 449768;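 active = Z score or B-score, a plate-position-corrected score, falls beyond the plate's 99.7% confidence bounds, in either direction; inactive = both scores lie inside the 99.7% bounds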;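 also: scored against the spread of the other compound wells on the same plate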
Target sequence (Q01959 whole entry, looked up): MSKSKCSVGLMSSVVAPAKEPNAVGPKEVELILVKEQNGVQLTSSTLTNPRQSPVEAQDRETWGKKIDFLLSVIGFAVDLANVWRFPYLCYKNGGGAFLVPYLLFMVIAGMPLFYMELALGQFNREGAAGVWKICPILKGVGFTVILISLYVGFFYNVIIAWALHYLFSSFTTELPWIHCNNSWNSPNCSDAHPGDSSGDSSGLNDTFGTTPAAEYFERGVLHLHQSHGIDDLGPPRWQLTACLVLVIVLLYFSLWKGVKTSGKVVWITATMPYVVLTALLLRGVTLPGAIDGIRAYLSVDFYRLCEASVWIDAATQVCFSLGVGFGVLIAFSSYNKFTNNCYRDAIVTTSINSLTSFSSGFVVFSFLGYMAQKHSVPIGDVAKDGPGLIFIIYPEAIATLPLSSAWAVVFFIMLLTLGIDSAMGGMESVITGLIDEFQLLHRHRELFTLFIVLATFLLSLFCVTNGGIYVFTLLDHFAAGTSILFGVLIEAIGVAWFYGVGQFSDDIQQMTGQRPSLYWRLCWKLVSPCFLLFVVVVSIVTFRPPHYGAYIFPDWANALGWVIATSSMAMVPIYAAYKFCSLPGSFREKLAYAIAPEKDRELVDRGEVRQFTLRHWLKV
Smad3 inh = inhibitors of human Smad3 transcription factor binding | P84022 | TR-FRET Smad3/Dy647-FoxH1 peptide binding, europium anti-His | inhibition, % at 25 µM | actives 0.29% (n = 88,000) | AID 630;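 active = compounds that reduce the energy-transfer binding signal between the protein and its labelled peptide by more than half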;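 also: 0% = Smad3 plus labelled peptide maximal FRET and 100% = peptide-only background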
Target sequence (P84022 whole entry, looked up): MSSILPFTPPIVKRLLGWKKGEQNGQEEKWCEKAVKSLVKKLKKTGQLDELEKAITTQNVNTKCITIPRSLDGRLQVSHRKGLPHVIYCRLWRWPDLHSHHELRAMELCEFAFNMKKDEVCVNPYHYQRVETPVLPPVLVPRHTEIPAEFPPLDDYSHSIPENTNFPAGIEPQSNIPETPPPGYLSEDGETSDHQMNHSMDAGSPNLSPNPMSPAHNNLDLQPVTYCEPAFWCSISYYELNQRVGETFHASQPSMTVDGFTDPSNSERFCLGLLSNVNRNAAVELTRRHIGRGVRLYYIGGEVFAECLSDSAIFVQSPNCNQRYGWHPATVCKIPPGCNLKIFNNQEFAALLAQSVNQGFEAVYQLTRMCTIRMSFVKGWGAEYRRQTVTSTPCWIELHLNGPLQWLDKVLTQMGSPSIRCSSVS
Calb biofilm kill = kills Candida albicans biofilms; C. albicans biofilm + clotrimazole, Alamar Blue; inhibition, % at 6 µM; actives 0.14% (n = 85,000); AID 834;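 active = inhibition above 20%; inactive = inhibition below 20%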;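 also: preformed 24 hr biofilms exposed to compound for 48 hr; 0% = biofilm without compound and 100% = blank killed by clotrimazole plus chlorhexidine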
VCAM1 TNFa inh = reduces TNF alpha induced VCAM1 expression in HUVEC | inhibition, % at 2 µM | actives 0.48% (n = 95,000) | AID 802 | HUVEC TNFa-induced VCAM-1 immunofluorescence, high-content imaging;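 active = inhibition above the batch mean plus 3 SD, with images confirmed as a hit by eye, cut at about 37% in these data; inconclusive = inhibition above that limit but hit not confirmed in images; inactive = inhibition not above that limit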;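 also: 0% = TNF-stimulated DMSO wells and 100% = unstimulated control wells; not every result past the cut was called active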
HUVEC tox IL1B = toxic to HUVEC cells under IL-1B stimulation. HUVEC cell count loss, Hoechst imaging, IL-1B stimulated. cell count reduction, % at 2 µM. actives 0.41% (n = 94,000);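 active = cell count reduction more than 3 SD above the screen-wide mean, cut at about 70% in these data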;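 also: normalized per plate to untreated control cells as the no-loss baseline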
MT1-MMP txn act = MT1-MMP promoter transcription activation | AID 750 | HT1080 MT1-MMP promoter luciferase reporter, luminescence, overnight; hits give high values | activation factor at 10 µM | actives 0.16% (n = 86,000);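 active = activation factor of at least 2 for MT1-MMP transcription at 10 µM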
* hit, by the source's call; ? = inconclusive; . = not tested or not shown; [ ] = another dose, or the depositor's remark. This is a subset; count on the stated rates, not on these rows.

SMILES | LYP inh 2 | cytoskel mod | TNFa cytotox | DAT uptake mod | Smad3 inh | Calb biofilm kill | VCAM1 TNFa inh | HUVEC tox IL1B | MT1-MMP txn act
CCn1c(SCc2cc(=O)[nH]c3ccccc23)nc2c1c(=O)n(C)c(=O)n2C | 7.1 | 14.9 | -15.6 | . | -6.4 | -4.5 | 6.3 | 14.0 | 1.1
Cc1ccc(S(=O)(=O)Nc2ccnc3ccccc23)cc1 | 12.4 | . | -58.6 | -8* | -1.4 | 3.3 | -5.8 | -21.6 | 1.2
Cc1ccc(C(=O)NCCc2csc(-c3cccnc3)n2)cc1 | -0.3 | 0.1 | -47.5 | 0.435 | 4.3 | 10.1 | 12.4 | 7.0 | .
Clc1ccc(-n2cnnn2)cc1 | 0.3 | -18.0 | 19.0 | 0.206 | -7.2 | 11.6 | -7.9 | 1.9 | 1.1
CC(=O)NC1(c2ccc(F)cc2)CCN(C(=O)Nc2ccc(F)cc2F)CC1 | 2.6 | -36.6 | 8.9 | -0.265 | 8.5 | 1.4 | -0.1 | 1.0 | 1.1
CCOc1cc2oc(=O)c3c(c2cc1Cl)CCC3 | -10.1 | -25.3 | 2.7 | -0.137 | -5.2 | 9.2 | -23.0 | -56.1 | 1
O=c1[nH]nc(Cc2ccc3ccccc3n2)c2ccccc12 | 4.3 | . | 18.0 | -0.175 | -4.6 | 6.9 | 0.8 | -8.0 | 1.9
Cc1ccc2c(c1)NC(=O)C(CC(=O)NCCCN1CCc3ccccc3C1)O2 (stereo unspecified) | 6.3 | -1.9 | -46.6 | 0.759 | 0.5 | 2.3 | 4.8 | -4.3 | 1.1
CCOc1ccc(NC(=O)[C@@H](NC(=O)c2ccccc2)[C@@H](C)CC)cc1 | -7.9 | -5.3 | -5.5 | 0.4 | -12.9 | 5.2 | 10.8 | -98.5 | 1
CC(C)C(=O)Nc1cccc(S(=O)(=O)c2cccc(NC(=O)C(C)C)c2)c1 | -8.8 | 8.0 | -37.0 | 1.67 | 2.5 | 4.4 | 10.8 | -43.5 | 1.2
O=c1oc2c(CN3CCOCC3)c(O)c(Cl)cc2c2c1CCCC2 | . | . | . | 0.411 | 6.6 | 3.6 | . | . | 1
O=C1CCCC2=C1C(c1ccccc1)n1c(s/c(=C/c3cccc(F)c3)c1=O)=N2 (stereo unspecified) | 3.1 | 0.6 | -15.2 | 0.606 | . | . | 8.7 | 0.0 | .
CCN(CC)CCCC(C)NC1=NCCCCC1 (stereo unspecified) | -16.7 | -10.4 | -12.6 | -1.08 | 1.8 | 4.9 | -12.8 | -4.8 | 1.1
Cc1ccc(NS(=O)(=O)c2ccc(NC(=O)c3cccc(NC(=O)C(C)C)c3)cc2)cc1 | 2.1 | -7.9 | 37.4 | -0.0352 | . | . | 24.8 | -8.0 | .
Cc1ccc(C(=O)NCC2CCCO2)cc1N1CCCC1=O (stereo unspecified) | -3.4 | 2.1 | -59.1 | -0.0367 | -6.7 | 3.6 | -33.1 | 11.8 | 1.1
CCCCCCn1c(COc2ccccc2F)nnc1SCC(=O)N1c2ccccc2NC(=O)C1(C)C | 5.8 | . | -3.3 | 0.574 | -14.6 | 6.0 | 8.2 | -11.7 | 0.9
COC(=O)c1cc(NS(=O)(=O)c2ccc(N3CCCCCC3)c([N+](=O)[O-])c2)cc(C(=O)OC)c1 | 6.7 | 19.9 | -9.0 | -1.77 | . | . | 9.6 | 35.3 | .
S=c1[nH]nc(COc2ccccc2)n1/N=C/C(Cl)=C/c1ccccc1 | 28.2* | 19.5 | -22.5 | 1.24 | . | . | 27.6 | -15.2 | .
CNC(=O)c1c(NC(=O)c2nc3ccccc3s2)sc2c1CCC2 | 2.6 | -23.5 | -10.1 | 0.137 | 4.0 | -13.2 | -8.6 | -8.9 | 1.9
CCCCCCCC(=O)N/N=C(/C)c1c(O)cc(C)oc1=O | 10.8 | 9.3 | -0.7 | -0.0509 | . | . | -2.3 | 6.3 | .
COc1ccc(S(=O)(=O)N2CCCC(C(=O)NCc3ccncc3)C2)cc1Cl (stereo unspecified) | -10.8 | -18.4 | -3.9 | 0.232 | 4.1 | 8.3 | -24.6 | -27.7 | 1.2
O=C1CCCC2=C1C(Cc1ccccc1)C1=C(CCCC1=O)O2 | 2.0 | -97.6 | 0.0 | 2.38 | 2.5 | 4.1 | -14.6 | 7.2 | 1.3
CCCOc1ccc(C(=O)NNC(=S)NC(=O)c2cc(-c3ccccc3)nc3ccccc23)cc1 | -0.7 | 37.1 | -16.8 | -0.0554 | . | . | -7.8 | 22.7 | .
Nc1nc(SCC(=O)Nc2ccccc2Sc2ccccc2)n[nH]1 | -2.8 | -1.7 | -9.5 | -0.335 | . | . | -1.6 | -4.9 | .
Cc1ccc2oc(=O)c3cnn(CC(=O)NCCN4CCOCC4)c3c2c1 | . | . | . | -0.882 | 14.7 | 7.8 | . | . | 1
CC(=O)N1CCc2cc(S(=O)(=O)NC(Cc3ccccc3)C(=O)Nc3cc(C)ccn3)ccc21 (stereo unspecified) | -3.9 | . | -2.0 | -0.0606 | 4.1 | -0.2 | -25.6 | 5.0 | 1.1
C1CCN(c2nc(N3CCCC3)nc(N3CCNCC3)n2)C1 | . | . | . | -0.795 | -3.5 | 1.4 | . | . | 1.1
CCN1CCN(CCNC(=O)C2CCCN(Cc3nc(-c4cccc(Cl)c4)oc3C)C2)CC1 (stereo unspecified) | . | . | . | -0.065 | -4.2 | -7.2 | . | . | 1.1
O=C1CCC(C(=O)OCC(=O)C23CC4CC(CC(C4)C2)C3)N1 (stereo unspecified) | 2.0 | 17.9 | -30.0 | -0.202 | -3.1 | 6.2 | 6.1 | -4.7 | 1
O=C(c1ccc2c(c1)[nH]c(=S)n1c3ccccc3nc21)N1CCN(c2ncccn2)CC1 | 9.0 | -19.8 | 3.6 | 0.311 | 0.2[fluorescence artefact?] | -4.2 | 1.1 | -2.2 | 1
Cc1nc2ccccc2nc(C)c1=NO | 3.1 | 4.1 | -14.5 | 0.616 | 13.2 | -1.2 | -4.9 | 8.5 | 1.4
CCn1cc(C(=O)OCC(=O)Nc2c(C)n(C)n(-c3ccccc3)c2=O)c(=O)c2ccc(C)nc21 | -5.7 | -5.4 | -36.2 | 1.29 | 3.2 | 3.7 | -6.0 | -10.2 | 1.1
COc1ccc(OC)c(NC(=O)C2CCCN(S(=O)(=O)c3cccc4cccnc34)C2)c1 (stereo unspecified) | -1.9 | -12.4 | -0.5 | 0.786 | -5.5 | 2.6 | 3.6 | 9.7 | 1.1
O=C(Nc1cccc2cccc(NC(=O)c3ccco3)c12)c1ccco1 | 0.6 | 28.3 | -12.1 | -0.804 | 10.6 | 2.9 | 7.5 | -12.9 | 1.1
Cn1nnnc1SCC(=O)N1c2ccccc2CCc2ccccc21 | -6.0 | . | . | -0.344 | 9.3[fluorescence artefact?] | 2.4 | . | -15.8 | 1.1
CN1CCN(Cc2oc(CO)cc(=O)c2O)CC1 | -15.5 | -12.9 | -3.1 | 0.662 | . | . | 0.8 | -11.5 | .
O=C(NCCN1CCN(c2ccccc2F)CC1)C1c2ccccc2C(=O)N2CCc3ccccc3C12 (stereo unspecified) | -0.6 | -6.8 | -3.1 | 0.925 | 4.2 | 7.7 | -5.1 | -13.4 | 1.2
CCCC(c1nnnn1Cc1ccc(F)cc1)N1CCN(C2CCCCC2)CC1 (stereo unspecified) | 5.3 | -24.8 | -9.9 | 0.58 | 8.5 | -1.5 | 16.1 | -0.5 | 1.1
Cc1cc(=O)n2ncnc2n1COCCO | -12.0 | 7.7 | -5.4 | 0.294 | -16.9 | -0.1 | 0.4 | 11.5 | 1
CC(=O)c1c(C(C)=O)c(C)n(NC(=O)c2cccnc2)c1C | -4.4 | -3.4 | -26.8 | -0.932 | 5.6 | 4.8 | 12.0 | 1.8 | 0.9
Cc1ccc(N2C(=O)CSCC2=O)cc1 | -11.9 | 22.4 | -30.6 | 0.235 | 12.7 | 6.4 | 16.9 | -8.5 | .
Cc1cccc(NC(=O)C2CCCN2C(=O)Oc2ccccc2)c1C (stereo unspecified) | 3.5 | 5.9 | -3.9 | -0.632 | -3.9 | 5.2 | 11.3 | 10.5 | 1.2
Cc1cc(C)n(C(=O)C23CC4CC(CC(C4)C2)C3)n1 | 1.3 | 0.5 | -8.5 | 0.0381 | -8.0 | 5.4 | 4.0 | 8.2 | 1.2
Cc1ccc(N2CC(C(=O)NCc3cccs3)CC2=O)cc1C (stereo unspecified) | 4.1 | 1.5 | -10.2 | 0.0634 | -10.9 | -4.6 | 0.7 | -17.0 | 1.1
COC(=O)c1sccc1NC(=O)C12CC3CC(CC(C3)C1)C2 | 4.6 | -12.5 | . | -0.603 | 10.2[fluorescence artefact?] | 0.3 | -4.5 | 5.2 | 1.1
C=CCNc1nc2c(c(=O)[nH]c(=O)n2C)n1Cc1cccc(C)c1 | -6.1 | -11.2 | 25.7 | 0.669 | 3.1 | 2.0 | 20.4 | 22.0 | 1.1
CS(=O)(=O)N(CC(=O)NCc1ccccc1Cl)Cc1ccccc1 | 5.3 | 4.3 | -9.3 | 0.119 | 5.5 | 7.0 | ? | 23.4 | 1.1
Cc1ccccc1NC(=S)NNc1ncc(C(F)(F)F)cc1Cl | -2.5 | 9.5 | -20.2 | -0.456 | . | . | 6.5 | 0.7 | .
Cc1ccc(S(=O)(=O)NNc2ccccc2)cc1 | 3.0 | -3.6 | -13.9 | -1.58 | . | . | -4.9 | -12.9 | .
CC1(C)CC(NS(=O)(=O)c2ccc(S(=O)(=O)N3CCOCC3)cc2)CCO1 (stereo unspecified) | 2.7 | 4.8 | -28.1 | 0.126 | -6.5 | -3.5 | 13.7 | 6.8 | 1.1
O=c1[nH]c(CN2CCN(C/C=C/c3ccccc3)CC2)nc2cc(Cl)ccc12 | -4.9 | -52.1 | -4.3 | 0.00777 | -8.0 | 2.1 | -8.9 | -11.5 | 1.1
O=C(Nc1nccs1)C12CC3CC(C1)CC(C(=O)Nc1nccs1)(C3)C2 | -7.4 | 13.0 | -39.8 | 0.495 | -0.1 | 5.6 | 6.3 | -0.3 | 1
CCOC(=O)N1CCC(NC2CCCCCCC2)CC1 | 11.2 | 7.7 | 0.0 | -0.375 | 1.5 | 0.3 | -6.4 | 2.1 | 1.1
COCCCn1c(=S)[nH]c2ncccc2c1=O | -0.3 | . | -37.3 | -0.0645 | 4.2 | 7.3 | 27.9 | -23.5 | 1
CCOC(=O)c1ccc(NC(=O)CC2C(=O)N(c3ccccc3)C(=O)N2CCCOC)cc1 (stereo unspecified) | 8.5 | -10.8 | 18.2 | 1.53 | -7.0 | -3.5 | 10.6 | -8.8 | 0.9

Quoted at random: four entries already listed
SMILES | LYP inh 2 | cytoskel mod | TNFa cytotox | DAT uptake mod | Smad3 inh | Calb biofilm kill | VCAM1 TNFa inh | HUVEC tox IL1B | MT1-MMP txn act
CC1(C)CC(NS(=O)(=O)c2ccc(S(=O)(=O)N3CCOCC3)cc2)CCO1 (stereo unspecified) | 2.7 | 4.8 | -28.1 | 0.126 | -6.5 | -3.5 | 13.7 | 6.8 | 1.1
C=CCNc1nc2c(c(=O)[nH]c(=O)n2C)n1Cc1cccc(C)c1 | -6.1 | -11.2 | 25.7 | 0.669 | 3.1 | 2.0 | 20.4 | 22.0 | 1.1
O=C(Nc1nccs1)C12CC3CC(C1)CC(C(=O)Nc1nccs1)(C3)C2 | -7.4 | 13.0 | -39.8 | 0.495 | -0.1 | 5.6 | 6.3 | -0.3 | 1
Cc1ccccc1NC(=S)NNc1ncc(C(F)(F)F)cc1Cl | -2.5 | 9.5 | -20.2 | -0.456 | . | . | 6.5 | 0.7 | .
